E-sel inducer: E-selectin induction on HUVECs; P16581; activation, % at 7.58 µM; hit rate 0.37% among 260,000; HUVEC E-selectin immunofluorescence imaging; normalized: neutral wells 0, TNF-alpha wells 100; AID 686992;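 active = mean E-selectin-positive cell signal at least 10% of the positive control, reached in at least 60% of replicates, without over 20% cell loss; inconclusive = no rule given, readout overlaps actives, possibly toxicity-flagged; inactive = the rest, including those meeting only one limit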;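 note: in these data hits start at about 27%; measured in HUVEC primary endothelial cells; signal is the percent of cells scored E-selectin positive by PE staining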
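Assay system: HUVEC primary endothelial cells. Input: 3,000 HUVEC seeded per well. Doses: one compound dose added by pin transfer. Read-out basis: % PE-positive cells. Benchmarks: TNF-alpha high, DMSO low. Detection: immunofluorescence imaging. Buffer or medium: EGM-2, gelatin.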
ERp5 block: blocks human ERp5 reductase activity on insulin; Q15084; hit rate 0.05% among 350,000; ERp5 insulin aggregation, absorbance 650 nm, 90 min; inhibition, % at 9.99 µM;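 active = mean replicate inhibition above about 25%, with every replicate also reaching it, limit read from the data, passing the limit was not always enough; inconclusive = only one of those two criteria met; inactive = neither criterion met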
Target sequence (Q15084 whole entry, looked up): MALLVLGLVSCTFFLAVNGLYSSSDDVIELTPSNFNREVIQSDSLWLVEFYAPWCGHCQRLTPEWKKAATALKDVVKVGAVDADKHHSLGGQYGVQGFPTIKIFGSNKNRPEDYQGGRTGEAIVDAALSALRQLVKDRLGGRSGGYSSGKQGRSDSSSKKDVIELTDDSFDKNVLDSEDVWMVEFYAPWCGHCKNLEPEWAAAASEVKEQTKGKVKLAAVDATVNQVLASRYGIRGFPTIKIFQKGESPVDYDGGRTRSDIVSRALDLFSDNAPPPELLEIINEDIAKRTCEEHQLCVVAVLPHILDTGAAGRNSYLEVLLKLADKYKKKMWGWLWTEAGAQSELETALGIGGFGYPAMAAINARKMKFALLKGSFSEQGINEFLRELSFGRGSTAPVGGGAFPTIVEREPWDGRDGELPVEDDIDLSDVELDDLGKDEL
PglD inh: inhibitors of Campylobacter jejuni PglD acetyltransferase; inhibition, % at 12.5 µM; hit rate 0.098% among 360,000; AID 602405; purified PglD enzyme, DTNB colorimetric CoA detection; in the data active = inhibition above about 16%, passing the limit was not always enough; inconclusive = no clear call, values can overlap the other calls; note: strong numbers were not always called active
DENV2 CPE: inhibitors of DENV2 cytopathic effect | hit rate 1.7% among 350,000 | CPE inhibition, % at 9.99 µM | DENV2-infected cells, cytopathic effect rescue, plate reader; in the data active = CPE inhibition above about 20%, passing the limit was not always enough; inconclusive = no clear call, values can overlap the other calls; tested in BHK-21 cells;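 note: 0% = median of neutral control wells and 100% = median of positive control wells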
S100A4 inh HTS: inhibitors of human S100A4 binding to myosin IIA peptide; P26447; S100A4/TAMRA-MyoIIA peptide fluorescence polarization; hit rate 0.14% among 360,000; AID 652163; inhibition, % at 10.7 µM;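 active = mean inhibition of at least 70% across replicates, with every replicate also reaching that level; inconclusive = mean inhibition reaches 70% but some replicates fall short; inactive = mean inhibition below 70%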
Target sequence (P26447 whole entry, looked up): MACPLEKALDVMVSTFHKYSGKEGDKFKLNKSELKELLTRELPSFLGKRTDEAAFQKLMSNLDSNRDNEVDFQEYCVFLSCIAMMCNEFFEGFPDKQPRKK
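Assay system: human S100A4 monomer with TAMRA-labelled myosin IIA peptide / Buffer or medium: Calcium-containing HEPES buffer, pH 7.2 / Reagent: TAMRA-labelled myosin IIA heavy-chain peptide probe, 5 nM / Compound: one dose per compound / Timing: polarization read 5 min after assay mix addition, stable 5–60 min / Benchmarks: neutral control DMSO, positive control TFP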
An asterisk follows results filed as active; ? = inconclusive; . = not tested or not shown; & = joins results of further samples.

SMILES | E-sel inducer | ERp5 block | PglD inh | DENV2 CPE | S100A4 inh HTS
CC(C)CC(=O)NC1(C(F)(F)F)C(=O)N(CC(C)C)C2=C1C(=O)CC(C)(C)C2 (stereo unspecified) | -0.1 | . | 9.2 | . | .
Cc1ccccc1N1C(=O)CN(Cc2sccc2C)C1=S | -0.1 | . | -5.6 | . | .
Cc1nc2cc(C(=O)OCC(=O)Nc3ccc(C#N)cc3)ccc2n1-c1ccccc1 | 0.0 | . | 1.3 | . | .
CCOc1ccccc1Nc1nnc(SCc2nnc(-c3cc(OC)c(OC)c(OC)c3)o2)s1 | -0.4 | . | -6.6 | . | .
CCOc1cc(C2Nc3ccccc3C(=O)N2c2ccccc2)c(Br)cc1OCC(=O)O (stereo unspecified) | -0.1 | . | -3.4 | . | .
COc1ccc(S(=O)(=O)N2CCCCN3[C@H](C2)[C@@H](c2ccc(C#CC4CC4)cc2)[C@@H]3CO)cc1 | -0.9 | . | 4.1 | . | .
COc1ccc2nc3oc(C(=O)Nc4ccc(OC)c(OC)c4)cc3cc2c1 | 0.7 | . | -0.5 | . | .
COc1ccccc1CN1C(=O)[C@@H]2C(CC(N)=O)NC3(C(=O)Nc4c3ccc(Cl)c4C)[C@@H]2C1=O (stereo partly specified) | 4.8 | . | 2.3 | . | .
Cc1onc(-c2ccccc2Cl)c1C(=O)N1CCN=C1SCc1cccnc1 | 0.8 | . | -7.5 | . | .
Cn1c(=O)[nH]c2ccc([N+](=O)[O-])nc21 | -0.1 | . | 0.2 | . | .
Cc1ccc(C)c(C(=O)CN2C(=O)NC3(CCC(C)CC3)C2=O)c1 (stereo unspecified) | 0.5 | . | -3.0 | . | .
CN(c1cccc(NC(=O)CN(c2cccc(Cl)c2)S(=O)(=O)c2ccccc2)c1)S(C)(=O)=O | 0.1 | . | -2.4 | . | .
CC(NC1CCCCC1)C(=O)NN=C(c1ccccc1)c1ccccc1 (stereo unspecified) | . | -7.2 | . | . | 0.2
O=C(O)C1=NOC(CNC(=O)c2ccccc2Cl)C1 (stereo unspecified) | . | ? | . | . | 0.3
C=CCn1c(COc2ccccc2F)nnc1SCC(=O)Nc1cc(C)on1 | . | 0.6 | . | . | -4.9
CC(=O)c1ccc(NC(=O)/C(Cl)=C/c2ccccc2)cc1 | . | 1.0 | . | . | 4.2
CCOc1ccc2nc(SC3CC(=O)N(c4ccc(OC)cc4OC)C3=O)sc2c1 (stereo unspecified) | . | 6.3 | . | . | -3.6
O=C(COC(=O)c1ccc2c(c1)OCO2)Nc1ncc(Cl)cc1Cl | . | 5.5 | . | . | -7.0
CCOC(=O)N1CCN(C(=O)c2ccccc2N(Cc2ccccc2)S(=O)(=O)c2ccc(OC)cc2)CC1 | . | -1.0 | . | . | -5.0
COC(=O)CSc1nc(-c2ccccc2)nc2ccccc12 | . | 4.7 | . | . | 0.4

By substructure: those above with a COOH group
SMILES | E-sel inducer | ERp5 block | PglD inh | DENV2 CPE | S100A4 inh HTS
CCOc1cc(C2Nc3ccccc3C(=O)N2c2ccccc2)c(Br)cc1OCC(=O)O (stereo unspecified) | -0.1 | . | -3.4 | . | .
O=C(O)C1=NOC(CNC(=O)c2ccccc2Cl)C1 (stereo unspecified) | . | ? | . | . | 0.3

Additional records:
SMILES | E-sel inducer | ERp5 block | PglD inh | DENV2 CPE | S100A4 inh HTS
Nc1ccn(C2OC(COC(=O)C34CC5CC(CC(C5)C3)C4)C(O)C2O)c(=O)n1 (stereo unspecified) | . | 0.3 | . | . | 0.8
CCOC(=O)C(=O)N1CCC(C(=O)OC)CC1 | . | 1.9 | . | . | -1.7
Cc1cccc(NC(=S)NNC(=S)NC2CCCCC2)c1C | . | -0.1 | . | . | -5.8
Cc1cc(C)nc(NC(=O)c2ccc(Cl)cc2)n1 | . | ? | . | . | 0.3
CCN(Cc1ccccc1)C(=O)c1ccc(Cl)cc1[N+](=O)[O-] | . | 1.9 | . | . | 4.2
CCC(=O)N1CCc2cc(S(=O)(=O)NC(Cc3ccccc3)C(=O)NC3CCCCC3)ccc21 (stereo unspecified) | . | -0.9 | . | . | -6.8
CCCCN(C(=O)c1cc2ccccc2o1)c1c(N)n(CCC)c(=O)[nH]c1=O | . | 1.5 | . | . | -1.8
COc1ccc2c3c([nH]c2c1)[C@H](CO)N(CC1CC1)CC31CN(C(=O)c2ccccc2)C1 | -0.5 | . | . | 19.4 | .
COc1cccc(CN2CCC3(CC2)CN(C(=O)Nc2ccc(F)cc2)[C@H](CO)c2c3c3ccc(OC)cc3n2C)c1 | -0.4 | . | . | 7.6 | .
COc1ccc2c3c([nH]c2c1)[C@H](CO)N(C(=O)C1CCCCC1)CC31CN(Cc2nccs2)C1 | -0.5 | . | . | -4.3 | .
CCCNC(=O)N1CC2(C1)CN(C(=O)NC(C)C)[C@H](CO)c1c2c2ccc(OC)cc2n1C | -0.2 | . | . | 16.3 | .
O=C(Nc1ccccc1F)N1[C@@H]2CNC[C@H]1C2c1ccc(-c2ccncc2)cc1 (stereo partly specified) | 0.0&-0.1 | . | . | -1.2&12.8 | .
CCCNC(=O)N1CCC2(CC1)CN(C(=O)c1ccncc1)[C@H](CO)c1[nH]c3cc(OC)ccc3c12 | -0.2 | . | . | 4.5 | .
COc1ccc2c3c(n(C)c2c1)[C@@H](CO)N(C(C)=O)CC31CCN(C(=O)Nc2ccc(F)cc2)CC1 | -0.3 | . | . | -2.5 | .
C/C=C/c1ccc(C2[C@H]3CNC[C@@H]2N3C(=O)Nc2ccc(C(F)(F)F)cc2)cc1 (stereo partly specified) | 0.6&0.1 | . | . | ? | .
Cc1cccc(-c2ccc(C3[C@@H]4CN(C(=O)C5CCCCC5)C[C@H]3N4)cc2)c1 (stereo partly specified) | 0.2&-0.1 | . | . | -3.4&-23.5 | .
COc1ccc2c3c(n(C)c2c1)[C@H](CO)NCC31CN(C(=O)c2ccc(F)cc2)C1 | -0.4 | . | . | 69.2* | .
N#Cc1cccc(-c2ccc(C3[C@@H]4CN(C(=O)c5ccc6c(c5)OCO6)C[C@H]3N4)cc2)c1 (stereo partly specified) | -0.1&-0.2 | . | . | ? | .
CCCC(=O)N1CC2(CCN(C(=O)NC(C)C)CC2)c2c(n(C)c3cc(OC)ccc23)[C@H]1CO | -0.1 | . | . | -5.2 | .
COc1ccc2c3c(n(C)c2c1)[C@@H](CO)NCC31CCN(Cc2ccccc2F)CC1 | -0.1 | . | . | 1.9 | .
Cc1ccc(-c2ccc([C@@H]3[C@@H]4CN(Cc5ccccc5F)C[C@H]3N4)cc2)cc1 | 0.1 | . | . | -26.2 | .
COc1ccc2c3c([nH]c2c1)[C@H](CO)N(C(=O)CN1CCOCC1)CC31CN(C)C1 | -0.1 | . | . | 10.7 | .
COc1ccccc1S(=O)(=O)N1C[C@@H]2N[C@H](C1)C2c1ccc(-c2cccnc2)cc1 (stereo partly specified) | 0.2&0.1 | . | . | ? | .
N#Cc1ccc(-c2ccc([C@@H]3[C@@H]4CN(S(=O)(=O)Cc5ccccc5)C[C@H]3N4)cc2)cc1 | -0.1 | . | . | 15.3 | .
CCCNC(=O)N1CC2(CN(Cc3ccc(OC)cc3)C2)c2c(n(C)c3cc(OC)ccc23)[C@@H]1CO | 0.3 | . | . | -13.7 | .
CCS(=O)(=O)N1CC2(CN(Cc3ccccc3OC)[C@H](CO)c3c2c2ccc(OC)cc2n3C)C1 | -0.3 | . | . | -7.5 | .
Cc1cccc(-c2ccc(C3[C@H]4CNC[C@@H]3N4Cc3cccc(F)c3)cc2)c1 (stereo partly specified) | 0.1 | . | . | -1.0 | .
CN(C)C(=O)c1cccc(-c2ccc(C3[C@@H]4CN(Cc5cocn5)C[C@H]3N4)cc2)c1 (stereo partly specified) | 0.1 | . | . | 7.0 | .
CCCC(=O)N1CC2(C1)CN(Cc1ccncc1)[C@H](CO)c1[nH]c3cc(OC)ccc3c12 | -0.2 | . | . | 3.3 | .
COc1ccc2c3c(n(C)c2c1)[C@H](CO)N(Cc1cc(F)ccc1F)CC31CCN(C(C)=O)CC1 | -0.7 | . | . | 4.7 | .
COc1cccc(S(=O)(=O)N2CC3(CN(C(=O)Nc4ccc(F)cc4)[C@H](CO)c4[nH]c5cc(OC)ccc5c43)C2)c1 | -0.4 | . | . | 127.6* | .
CCCC(=O)N1CC2(CCN(C(=O)C3CCC3)CC2)c2c(n(C)c3cc(OC)ccc23)[C@@H]1CO | -0.2 | . | . | 22.2* | .
COc1ccc2c3c(n(C)c2c1)[C@H](CO)N(Cc1nccs1)CC31CCN(C)CC1 | -0.3 | . | . | 9.8 | .
CCCNC(=O)N1CC2(CN(C(=O)CCC)C2)c2c(n(C)c3cc(OC)ccc23)[C@@H]1CO | 0.1 | . | . | 3.9 | .
COCC(=O)N1CC2(CN(C(C)=O)C2)c2c([nH]c3cc(OC)ccc23)[C@@H]1CO | 0.1 | . | . | 20.1* | .
COc1ccc2c3c(n(C)c2c1)[C@H](CO)N(C(=O)c1cccnc1)CC31CCN(S(C)(=O)=O)CC1 | -0.1 | . | . | 0.0 | .
COc1ccc2c3c(n(C)c2c1)[C@@H](CO)N(CC1CCCCC1)CC31CN(C(C)=O)C1 | -0.4 | . | . | -9.8 | .
COc1ccc2c3c([nH]c2c1)[C@@H](CO)N(C(=O)CN(C)C)CC31CN(Cc2ccncc2)C1 | -0.3 | . | . | -16.3 | .
COc1ccc2c3c(n(C)c2c1)[C@H](CO)N(C(C)=O)CC31CN(C(=O)C2CC2)C1 | -0.4 | . | . | 65.7* | .
COc1ccc2c3c(n(C)c2c1)[C@@H](CO)NCC31CN(C(C)=O)C1 | -0.1 | . | . | 0.3 | .
COc1ccccc1NC(=O)N1[C@@H]2CNC[C@H]1C2c1ccc(-c2ccccc2C)cc1 (stereo partly specified) | 0.0 | . | . | -0.3 | .
CN(C)CC(=O)N1C[C@@H]2N[C@H](C1)C2c1ccc(-c2ccncc2)cc1 (stereo partly specified) | 0.1&-0.1 | . | . | 7.2&-0.7 | .
CN(C)C(=O)c1cccc(-c2ccc(C3[C@H]4CNC[C@@H]3N4S(=O)(=O)c3ccccc3F)cc2)c1 (stereo partly specified) | -0.1&0.2 | . | . | 11.7&2.0 | .
N#Cc1ccc(-c2ccc(C3[C@H]4CNC[C@@H]3N4C(=O)NC3CCCCC3)cc2)cc1 (stereo partly specified) | -0.1 | . | . | 23.0* | .
CCC(=O)N1CC2(CN(C(=O)c3cccnc3)C2)c2c([nH]c3cc(OC)ccc23)[C@H]1CO | 0.5 | . | . | ? | .
N#C[C@@H]1[C@H](c2ccc(C3=CCCCC3)cc2)[C@H](CO)N1C(=O)NC1CCCC1 | -0.1 | . | . | 27.4* | .
CCS(=O)(=O)N1CCC2(CC1)CN(C(=O)CN1CCOCC1)[C@@H](CO)c1c2c2ccc(OC)cc2n1C | 0.2 | . | . | 16.2 | .
COCC(=O)N1CC2(C1)CN(C(=O)Cc1ccccc1)[C@@H](CO)c1c2c2ccc(OC)cc2n1C | -0.2 | . | . | -5.8 | .
CCC(=O)N1CC2(C1)CN(Cc1cccc(Cl)c1)[C@H](CO)c1c2c2ccc(OC)cc2n1C | -0.4 | . | . | -0.4 | .
COc1cc(CN2CC3(CCN(C(=O)Nc4cccc(F)c4)CC3)c3c(n(C)c4cc(OC)ccc34)[C@@H]2CO)cc(OC)c1 | -0.5 | . | . | 12.9 | .
COc1ccc(S(=O)(=O)Nc2ccc3c(c2)CC(=O)N([C@H](C)CO)C[C@H](C)[C@@H](CN(C)Cc2ccc(C(=O)O)cc2)O3)cc1 | 0.3 | . | . | -0.3 | .
COc1ccc2c3c(n(C)c2c1)[C@H](CO)N(Cc1cccnc1)CC31CCN(Cc2cccnc2)CC1 | -0.3 | . | . | ? | .
CCS(=O)(=O)N1CC2(CN[C@@H](CO)c3c2c2ccc(OC)cc2n3C)C1 | 0.6 | . | . | -15.1 | .
COc1ccc2c3c(n(C)c2c1)[C@H](CO)NCC31CCN(Cc2ccccc2Cl)CC1 | 0.2 | . | . | 5.9 | .
CCCNC(=O)N1CC2(CN(C)C2)c2c([nH]c3cc(OC)ccc23)[C@H]1CO | -0.3 | . | . | 12.3 | .
CCCNC(=O)N1CC2(CN(C(=O)CC3CC3)C2)c2c(n(C)c3cc(OC)ccc23)[C@@H]1CO | -0.5 | . | . | -9.3 | .

Screens: PubChem, Broad Institute

An excerpt. The share of hits here may be higher or lower than overall.
